IDH1 R132H inh: inhibitors of human IDH1 R132H | O75874 | IDH1 R132H reductase, diaphorase/resazurin fluorescence, 60 min | inhibition, % at 10 µM | 70,000 tested, 0.18% active | AID 624101; in the data active means inhibition above about 34%;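 further: 0% = DMSO and 100% = no enzyme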
PRC2 inh: EZH2 (human) methyltransferase inhibition; 57,000 tested, 0.35% active; inhibition, % at 12.5 µM; PRC2 H3K27 methylation, DELFIA TRF, 1 h; AID 651548;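 active means mean inhibition of replicates at least 50% and every single replicate also reaching 50%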;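 further: dimethyl H3K27 on biotinylated H3 21-44 peptide detected by antibody; plate controls were median neutral control wells for no effect and median positive control wells for full effect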
Target sequence (Q15910 whole entry, looked up): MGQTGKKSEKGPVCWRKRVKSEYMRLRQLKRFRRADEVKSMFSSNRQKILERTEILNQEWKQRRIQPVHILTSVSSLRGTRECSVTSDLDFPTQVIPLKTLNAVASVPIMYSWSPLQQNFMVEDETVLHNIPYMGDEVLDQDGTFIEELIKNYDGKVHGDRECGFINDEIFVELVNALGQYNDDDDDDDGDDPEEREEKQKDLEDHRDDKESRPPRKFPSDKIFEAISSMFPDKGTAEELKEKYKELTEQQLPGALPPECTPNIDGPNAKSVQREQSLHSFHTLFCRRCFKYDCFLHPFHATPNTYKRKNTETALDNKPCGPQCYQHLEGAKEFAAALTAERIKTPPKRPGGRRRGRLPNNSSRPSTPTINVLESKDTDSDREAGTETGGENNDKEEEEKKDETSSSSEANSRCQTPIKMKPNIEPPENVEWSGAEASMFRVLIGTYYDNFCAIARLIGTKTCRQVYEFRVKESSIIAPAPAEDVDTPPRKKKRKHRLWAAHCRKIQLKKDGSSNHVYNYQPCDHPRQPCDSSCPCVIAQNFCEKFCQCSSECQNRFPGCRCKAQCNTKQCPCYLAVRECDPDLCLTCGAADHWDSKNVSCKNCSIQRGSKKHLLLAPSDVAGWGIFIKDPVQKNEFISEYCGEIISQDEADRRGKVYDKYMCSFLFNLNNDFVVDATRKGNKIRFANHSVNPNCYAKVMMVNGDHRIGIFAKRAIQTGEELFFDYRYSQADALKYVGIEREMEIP
* hit, by the source's call; / = not tested or not shown. An excerpt; rates above refer to the full screens.

COCC(=O)Nc1ccc2c(c1)[C@@H]1C[C@H](CC(=O)NC3CCCC3)O[C@@H](CO)[C@@H]1O2
- IDH1 R132H inh: -2.3
- PRC2 inh: 2
C[C@H]1CN([C@@H](C)CO)C(=O)CCCn2nncc2CO[C@@H]1CN(C)Cc1ccc(C(F)(F)F)cc1
- IDH1 R132H inh: 3.9
- PRC2 inh: /
Cc1oc(-c2ccc(Cl)cc2)cc1COC(=O)Nc1ccccc1
- IDH1 R132H inh: -0.1
- PRC2 inh: 42
C[C@H](CO)N1C[C@H](C)[C@H](CN(C)C(=O)Nc2ccccc2F)Oc2cc(-c3ccc(C(=O)N(C)C)cc3)ccc2S1(=O)=O
- IDH1 R132H inh: -0.1
- PRC2 inh: -8
CCCN1C[C@H](C)[C@H](OC)CN(C)C(=O)c2cc(NC(=O)Nc3cccc(F)c3)ccc2OC[C@@H]1C
- IDH1 R132H inh: /
- PRC2 inh: -14
C[C@@H]1CCCCO[C@H](CN(C)S(=O)(=O)c2ccccc2)[C@H](C)CN([C@@H](C)CO)C(=O)c2cc(NC(=O)CCC(F)(F)F)ccc2O1
- IDH1 R132H inh: 0.3
- PRC2 inh: /
CC(=O)[C@H]1CC[C@H]2[C@@H]3CCC4=CC(=O)CC[C@]4(C)[C@H]3CC[C@]12C
- IDH1 R132H inh: 0.7
- PRC2 inh: 23
C[C@H]1CN([C@@H](C)CO)C(=O)Cc2cc(NC(=O)CCCCCC(=O)Nc3ccccc3N)ccc2O[C@H]1CN(C)CC1CC1
- IDH1 R132H inh: /
- PRC2 inh: -7
CCCN1C[C@H](C)[C@@H](OC)CN(C)C(=O)c2cc(NC(=O)c3cccc(F)c3)ccc2OC[C@H]1C
- IDH1 R132H inh: 0.0
- PRC2 inh: -15
CC1CC(=O)C2=C(C1)C(Cl)C(O)C1(O)C2C(=O)c2cccc(O)c2C1O (stereo not given)
- IDH1 R132H inh: 1.4
- PRC2 inh: -2

CCCNC(=O)Nc1ccc2c(c1)C(=O)N(C)C[C@@H](OC)[C@@H](C)CN(C(C)=O)[C@@H](C)CO2
- IDH1 R132H inh: -0.2
- PRC2 inh: 13
CO[C@H]1CN(C)C(=O)c2ccc(NC(=O)C3CC3)cc2OC[C@H](C)N(C(=O)c2cccnc2)C[C@H]1C
- IDH1 R132H inh: 0.0
- PRC2 inh: 21
C[C@@H]1CN([C@@H](C)CO)C(=O)c2cc(NS(=O)(=O)c3ccc(F)cc3)ccc2O[C@@H]1CN(C)Cc1ccc(C(F)(F)F)cc1
- IDH1 R132H inh: 0.5
- PRC2 inh: 8
Cc1cc(C(=O)CSc2ncn[nH]2)c(C)n1-c1cc(F)ccc1F
- IDH1 R132H inh: 0.7
- PRC2 inh: /
C[C@H](CO)N1C[C@H](C)[C@@H](CN(C)CC2CCCCC2)Oc2ccc(NC(=O)Cc3cn(C)c4ccccc34)cc2C1=O
- IDH1 R132H inh: -12
- PRC2 inh: /
CC(C)CC#Cc1cnc2c(c1)C(=O)N([C@H](C)CO)C[C@H](C)[C@H](CN(C)C(=O)c1cccnc1)O2
- IDH1 R132H inh: -5.2
- PRC2 inh: 2
COc1ccc(S(=O)(=O)Nc2ccc3c(c2)[C@@H]2C[C@H](CC(=O)O)O[C@H](CO)[C@@H]2O3)cc1
- IDH1 R132H inh: -4.2
- PRC2 inh: 6
C[C@H]1CN([C@@H](C)CO)C(=O)c2c(c3ccccc3n2C)-c2ccccc2CO[C@@H]1CN(C)CC1CC1
- IDH1 R132H inh: -0.1
- PRC2 inh: 1
CNC[C@H]1Oc2ccc(NC(=O)Nc3ccc(F)cc3)cc2CC(=O)N([C@@H](C)CO)C[C@@H]1C
- IDH1 R132H inh: 0.3
- PRC2 inh: /
COCC#Cc1ccc2c(c1)O[C@@H](CN(C)Cc1ccccc1)[C@H](C)CN([C@H](C)CO)S2(=O)=O
- IDH1 R132H inh: -1.2
- PRC2 inh: /

3 entries from above, arranged by formula weight, smallest number first.
Cc1cc(C(=O)CSc2ncn[nH]2)c(C)n1-c1cc(F)ccc1F
- IDH1 R132H inh: 0.7
- PRC2 inh: /
COc1ccc(S(=O)(=O)Nc2ccc3c(c2)[C@@H]2C[C@H](CC(=O)O)O[C@H](CO)[C@@H]2O3)cc1
- IDH1 R132H inh: -4.2
- PRC2 inh: 6
CC(C)CC#Cc1cnc2c(c1)C(=O)N([C@H](C)CO)C[C@H](C)[C@H](CN(C)C(=O)c1cccnc1)O2
- IDH1 R132H inh: -5.2
- PRC2 inh: 2

Other compounds follow.
C[C@H]1CN([C@@H](C)CO)C(=O)Cc2cc(NC(=O)CCC(F)(F)F)ccc2O[C@@H]1CN(C)S(=O)(=O)c1ccccc1
- IDH1 R132H inh: -6.2
- PRC2 inh: -4
Cc1ccc(OCC(=O)Nc2ccc3oc(-c4ccc(F)cc4)nc3c2)c(C)c1
- IDH1 R132H inh: 1.8
- PRC2 inh: -18
CC(=O)N(C)C[C@@H]1Oc2cc(C#CC3(O)CCCC3)ccc2S(=O)(=O)N([C@H](C)CO)C[C@@H]1C
- IDH1 R132H inh: 0.2
- PRC2 inh: -17
C[C@H]1CN([C@@H](C)CO)C(=O)c2cccc(NC(=O)Nc3ccc4c(c3)OCO4)c2O[C@H]1CN(C)Cc1ccncc1
- IDH1 R132H inh: /
- PRC2 inh: -2
C[C@H]1CN([C@@H](C)CO)C(=O)c2cc(NC(=O)Cn3cnnn3)ccc2O[C@H]1CN(C)S(=O)(=O)c1cn(C)cn1
- IDH1 R132H inh: -0.7
- PRC2 inh: /
O=C(Nc1ccc2c(c1)OCO2)N[C@H]1CC[C@@H](CCNC(=O)C2CCC2)O[C@@H]1CO
- IDH1 R132H inh: -0.4
- PRC2 inh: -3
C[C@H](CO)N1C[C@H](C)[C@@H](CN(C)S(=O)(=O)c2cn(C)cn2)OCCCC[C@H](C)Oc2ccc(NS(=O)(=O)c3cccs3)cc2C1=O
- IDH1 R132H inh: -5.3
- PRC2 inh: /
COc1cc(NC(=O)Cc2cccc3ccccc23)c(C(=O)O)cc1OC
- IDH1 R132H inh: -0.7
- PRC2 inh: 8
CCOC(=O)c1ccccc1NC(=O)c1ccccc1N(C)S(C)(=O)=O
- IDH1 R132H inh: 0.0
- PRC2 inh: -1
CO[C@H]1CN(C)C(=O)c2cc(NC(C)=O)ccc2OC[C@H](C)N(CC2CC2)C[C@H]1C
- IDH1 R132H inh: 0.2
- PRC2 inh: 0

C/C=C/c1ccc2c(c1)O[C@@H](CN(C)Cc1cccc(F)c1)[C@H](C)CN([C@@H](C)CO)S2(=O)=O
- IDH1 R132H inh: 0.0
- PRC2 inh: 32
O=C(CCCCCCC(=O)Nc1ccccc1O)N/N=C/c1ccc2c(c1)CCO2
- IDH1 R132H inh: -0.5
- PRC2 inh: 14
CNc1nc(OCCNC(=O)Nc2ccccc2)nc(N2CCOCC2)n1
- IDH1 R132H inh: -0.3
- PRC2 inh: /
C[C@@H]1CCCCO[C@H](CN(C)Cc2ccc(Cl)c(Cl)c2)[C@@H](C)CN([C@H](C)CO)C(=O)c2cc(NC(=O)c3ccncc3)ccc2O1
- IDH1 R132H inh: 1.4
- PRC2 inh: /
COc1ccc(NC(=O)CCN2C(=O)c3ccccc3C2=O)c([N+](=O)[O-])c1
- IDH1 R132H inh: -0.3
- PRC2 inh: 0
CNC[C@@H]1Oc2ccc(NS(=O)(=O)c3c(C)noc3C)cc2C(=O)N([C@@H](C)CO)C[C@H]1C
- IDH1 R132H inh: 3.9
- PRC2 inh: /
COCC(=O)N(C)C[C@@H]1Oc2ncc(C3=CCCC3)cc2C(=O)N([C@@H](C)CO)C[C@H]1C
- IDH1 R132H inh: /
- PRC2 inh: 9
COC(=O)C[C@@H]1C=C[C@@H](N)[C@H](CO)O1
- IDH1 R132H inh: 0.2
- PRC2 inh: -4
C[C@@H]1CN([C@H](C)CO)C(=O)Cc2cc(NC(=O)C3CC3)ccc2O[C@H]1CN(C)CC1CC1
- IDH1 R132H inh: 0.0
- PRC2 inh: -1
CCC(=O)Nc1ccc2c(c1)OC[C@@H](C)N(C(=O)C1CCC1)C[C@@H](C)[C@H](OC)CN(C)C2=O
- IDH1 R132H inh: -0.3
- PRC2 inh: 0

Reformatted as comma-separated lines: entries from further up.
Structure,IDH1 R132H inh,PRC2 inh
CNc1nc(OCCNC(=O)Nc2ccccc2)nc(N2CCOCC2)n1,-0.3,/
C[C@@H]1CCCCO[C@H](CN(C)Cc2ccc(Cl)c(Cl)c2)[C@@H](C)CN([C@H](C)CO)C(=O)c2cc(NC(=O)c3ccncc3)ccc2O1,1.4,/
COc1ccc(NC(=O)CCN2C(=O)c3ccccc3C2=O)c([N+](=O)[O-])c1,-0.3,0

Further results.
C[C@H](CO)N1C[C@H](C)[C@H](CN(C)Cc2ccncc2)Oc2ncc(-c3cncnc3)cc2C1=O
- IDH1 R132H inh: 1.5
- PRC2 inh: -13
CC1(C)CC[C@]2(C(=O)O[C@@H]3O[C@H](CO)[C@@H](O)[C@H](O)[C@H]3O)CC[C@]3(C)C(=CCC4[C@@]5(C)C[C@@H](O)[C@H](O)[C@@](C)(CO)C5CC[C@]43C)C2C1 (stereo not given in full)
- IDH1 R132H inh: 0.1
- PRC2 inh: /
CNC[C@@H]1OCCCC[C@@H](C)Oc2ccc(NS(=O)(=O)c3ccccc3)cc2C(=O)N([C@@H](C)CO)C[C@@H]1C
- IDH1 R132H inh: 0.5
- PRC2 inh: 1
CO[C@H]1CN(C)C(=O)c2ccc(NC(=O)C3CCC3)cc2OC[C@@H](C)N(C(=O)CN(C)C)C[C@H]1C
- IDH1 R132H inh: /
- PRC2 inh: 11
O=C(CSc1nc2ccccc2c(=O)[nH]1)Nc1ccc(Br)cc1F
- IDH1 R132H inh: 0.1
- PRC2 inh: 13
CCCNC(=O)Nc1ccc2c(c1)C(=O)N(C)C[C@@H](OC)[C@H](C)CN(CCC)[C@@H](C)CO2
- IDH1 R132H inh: -0.4
- PRC2 inh: 0
C[C@H](O)C#Cc1cnc2c(c1)C(=O)N([C@@H](C)CO)C[C@H](C)[C@@H](CN(C)C(=O)c1ccccc1F)O2
- IDH1 R132H inh: -0.8
- PRC2 inh: 3
C[C@@H]1CN([C@H](C)CO)C(=O)c2cc(C#Cc3ccccc3F)cnc2O[C@H]1CN(C)C(=O)Cc1ccccc1
- IDH1 R132H inh: -4.9
- PRC2 inh: 0
C[C@H]1CN([C@@H](C)CO)C(=O)c2cccc(N(C)C)c2O[C@H]1CN(C)Cc1ccc(C(=O)Nc2ccccc2N)cc1
- IDH1 R132H inh: 0.1
- PRC2 inh: -2
COc1ccc(S(=O)(=O)N(C)C[C@@H]2OCc3cnnn3CCCC(=O)N([C@H](C)CO)C[C@@H]2C)cc1
- IDH1 R132H inh: -2.3
- PRC2 inh: 1

Profiles as entered above. Screens in order: IDH1 R132H inh	PRC2 inh
`COc1ccc(S(=O)(=O)N(C)C[C@@H]2OCc3cnnn3CCCC(=O)N([C@H](C)CO)C[C@@H]2C)cc1` is listed as -2.3	1
`CNC[C@@H]1Oc2ccc(NS(=O)(=O)c3c(C)noc3C)cc2C(=O)N([C@@H](C)CO)C[C@H]1C` is listed as 3.9	/
`C[C@H](CO)N1C[C@H](C)[C@@H](CN(C)S(=O)(=O)c2cn(C)cn2)OCCCC[C@H](C)Oc2ccc(NS(=O)(=O)c3cccs3)cc2C1=O` is listed as -5.3	/
`C[C@H]1CN([C@@H](C)CO)C(=O)c2cc(NC(=O)Cn3cnnn3)ccc2O[C@H]1CN(C)S(=O)(=O)c1cn(C)cn1` is listed as -0.7	/
`C[C@@H]1CN([C@H](C)CO)C(=O)Cc2cc(NC(=O)C3CC3)ccc2O[C@H]1CN(C)CC1CC1` is listed as 0.0	-1

(further entries)
C[C@H](CO)N1C[C@H](C)[C@H](CN(C)S(=O)(=O)c2cccs2)OCCCC[C@H](C)Oc2ccc(NS(C)(=O)=O)cc2C1=O
- IDH1 R132H inh: 0.4
- PRC2 inh: /
COc1ccccc1-c1cnc2c(c1)C(=O)N([C@@H](C)CO)C[C@@H](C)[C@@H](CN(C)C)O2
- IDH1 R132H inh: -5.4
- PRC2 inh: -1
CS(=O)(=O)N(CC(=O)Nc1ccccc1C(F)(F)F)c1ccc2c(c1)OCCO2
- IDH1 R132H inh: 0.2
- PRC2 inh: -8
CO[C@H]1CN(C)C(=O)c2ccc(NC(=O)Nc3cccc(Cl)c3)cc2OC[C@H](C)NC[C@@H]1C
- IDH1 R132H inh: -0.4
- PRC2 inh: -15
